STK33 kinase inh – inhibitors of human STK33 kinase; Q9BYT3; purified STK33, MBP phosphorylation, ADP-Glo luminescence; inhibition, % at 10 µM; 320,000 tested, 0.073% active;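 active = inhibition at or above 25%, using the most active replicate where run in duplicate; inactive = inhibition below 25%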
Target sequence (Q9BYT3 whole entry, looked up): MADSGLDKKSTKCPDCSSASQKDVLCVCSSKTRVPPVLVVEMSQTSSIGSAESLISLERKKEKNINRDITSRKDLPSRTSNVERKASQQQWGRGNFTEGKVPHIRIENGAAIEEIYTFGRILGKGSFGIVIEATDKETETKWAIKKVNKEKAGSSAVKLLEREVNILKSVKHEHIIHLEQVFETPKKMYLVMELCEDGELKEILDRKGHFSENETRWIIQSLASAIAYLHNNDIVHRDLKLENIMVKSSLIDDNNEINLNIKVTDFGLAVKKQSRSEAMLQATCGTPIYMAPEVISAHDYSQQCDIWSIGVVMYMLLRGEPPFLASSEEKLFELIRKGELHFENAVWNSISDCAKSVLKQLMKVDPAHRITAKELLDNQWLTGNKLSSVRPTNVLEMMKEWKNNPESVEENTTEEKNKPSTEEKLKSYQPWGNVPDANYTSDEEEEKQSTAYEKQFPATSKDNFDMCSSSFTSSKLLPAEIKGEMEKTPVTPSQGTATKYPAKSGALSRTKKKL
OX1R FRET antag – blocks the human orexin 1 receptor | O43613 | OX1R-expressing cells, FRET antagonist read-out | inhibition, % at 6.6 µM | 330,000 tested, 1.8% active | AID 485270; in the data active = inhibition mostly above about 38%, no sharp cut-off; inactive = mostly below about 40%;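 note: 0% = agonist challenge alone and 100% = reference antagonist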
Target sequence (O43613 whole entry, looked up): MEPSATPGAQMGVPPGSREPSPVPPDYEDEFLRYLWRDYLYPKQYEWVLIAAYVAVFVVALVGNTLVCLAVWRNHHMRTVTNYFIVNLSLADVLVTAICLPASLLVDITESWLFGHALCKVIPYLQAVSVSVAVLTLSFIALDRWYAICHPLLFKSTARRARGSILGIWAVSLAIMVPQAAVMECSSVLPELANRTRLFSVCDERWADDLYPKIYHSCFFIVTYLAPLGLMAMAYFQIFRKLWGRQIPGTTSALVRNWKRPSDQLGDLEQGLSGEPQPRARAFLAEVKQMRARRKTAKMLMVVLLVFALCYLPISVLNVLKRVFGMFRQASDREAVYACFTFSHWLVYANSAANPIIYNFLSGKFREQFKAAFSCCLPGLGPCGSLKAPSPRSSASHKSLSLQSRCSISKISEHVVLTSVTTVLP
KCNQ2 block – KCNQ2 channel blockers in CHO-K1 cells – cell-based, FluxOR thallium flux, B-score, primary screen (AID 2156); O88943; 20 min; active compounds read low; B-score at 10 µM; 310,000 tested, 1.1% active;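 active = fluorescence ratio B-score at most minus 3 library SDs, with starting brightness B-score within 2 library SDs, cut at about -5.5 in these data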
* hit, by the source's call; i = inactive; / = not tested or not shown.

Below each SMILES – STK33 kinase inh	OX1R FRET antag	KCNQ2 block
COCC1CCCCN1C(=O)c1ccc(OC2CCN(CCc3ccccc3)CC2)cc1 (stereo not drawn)
→ 0.2	3	i
CCc1[nH]nc2c1C(c1ccsc1)C(C#N)=C(N)O2 (stereo not drawn)
→ -3.0	15	i
CS(=O)(=O)c1ccccc1-c1nnc(NC(=O)Cc2ccccc2)o1
→ -0.1	-1	i
CC1CN(C(=O)C(C)Sc2nnnn2C)CC(C)O1 (stereo not drawn)
→ -0.8	19	i
O=C(OCC(=O)N1CCN(C(=O)c2ccco2)CC1)c1cc(F)c(F)cc1Cl
→ -1.2	5	/
O=C(COC(=O)c1ccccn1)NC1CCCCC1
→ -1.1	4	i
OC(CN=c1sc2ccccc2n1CC(O)COc1ccccc1)COc1ccccc1 (stereo not drawn)
→ 0.0	39	i
COc1ccc(C(=O)NCC(=O)NCC2COc3ccccc3O2)cc1 (stereo not drawn)
→ -1.7	7	i
CCN(CC(=O)Nc1ccccc1OC)C(=O)c1ccc(NS(=O)(=O)c2ccc(C(C)=O)cc2)cc1
→ -1.2	5	i
O=C(CCc1ccccc1)NCC1(c2ccccc2)CCCC1
→ 6.1	8	i
CCN(c1ccc(NC(=O)COC(=O)c2cc3ccccc3oc2=O)cc1)C(C)C
→ 0.7	13	i
COc1cccc(C(=O)NCC2CCCN(C3CCCCC3)C2)c1OC (stereo not drawn)
→ -0.2	/	i
CCOC(=O)[C@H]1[C@H]2COc3ccccc3[C@@H]2N2C(=O)c3c(C)cc(C)cc3NC(=O)[C@@]12C
→ 1.1	12	/
CCC(CC)C(=O)Nc1cccc(/C(C)=N/NC(=O)c2c(Br)cnn2C)c1
→ -1.8	4	i
O=C(N/N=C/c1ccccc1Br)c1cccc(S(=O)(=O)N2CCOCC2)c1
→ 4.7	-7	/
Cc1ncoc1C(=O)N1CCCC(C(=O)c2ccc3c4c(cccc24)CC3)C1 (stereo not drawn)
→ -1.4	27	i
COc1ccccc1Cn1c(=S)[nH]c2ccc(F)cc2c1=O
→ 1.2	-1	i
N=c1oc2ccc3ccccc3c2cc1C(N)=S
→ 0.6	42	i
COc1ccc(C(C(=O)NC2CCCCC2)N(C(=O)c2ccco2)c2ccccc2OC)cc1 (stereo not drawn)
→ -0.8	14	i
CC(C)c1ccc(C(=O)N2CCCN(C(=O)c3ccc(C(C)C)cc3)CC2)cc1
→ -3.5	20	i
CCc1ccc(CC)c(S(=O)(=O)Nc2ccc(C(=O)O)c(O)c2)c1
→ 0.2	26	i
O=C1C(=O)N(C2CCS(=O)(=O)C2)C(c2cccc(O)c2)/C1=C(/O)c1ccc(Cl)cc1 (stereo not drawn)
→ -1.9	18	i
O=C(CN1C(=O)S/C(=C\c2ccccn2)C1=O)Nc1ccc(F)cc1
→ -1.7	/	i
CCOC(=O)c1cnc(Nc2ccccc2)nc1C(F)(F)F
→ -1.6	9	i
CC(=O)c1cc(C(=O)c2ccccc2)sc1Nc1ccccc1
→ -0.7	47	i
Cc1ccc(CNC(=O)CCS(=O)(=O)c2ccc3c(c2)CC(C)N3C(=O)C2CC2)o1 (stereo not drawn)
→ -1.7	9	i
O=C(c1ccco1)N1N=C(C2CCCCC2)CC1(O)C(F)(F)F (stereo not drawn)
→ 0.6	27	i
CCOC(=O)C1CCN(C(=O)c2ccc(Br)o2)CC1
→ -1.9	7	i
CS(=O)(=O)c1ccc(Cl)c(NC(=O)Nc2ccccc2)c1
→ 1.1	4	i
Cn1c(C(=O)N[C@@H](C(=O)O)c2ccccc2)cc2cc(Cl)ccc21
→ -0.6	-1	i
CC(C)(C)NC(=O)CSc1nnc(CN2CCCCCC2=O)n1-c1ccccn1
→ -1.9	19	i
CCOc1ccc(N2CC(C(=O)Nc3nnc(Cc4ccccc4)s3)CC2=O)cc1 (stereo not drawn)
→ -1.0	-2	i
O=C(CN1C(=O)NC2(CCCCCCC2)C1=O)NC1CCCc2ccccc21 (stereo not drawn)
→ 0.0	23	-7.5*
COc1cccc(CNCCc2c[nH]c3ccccc23)c1OCc1ccccc1F
→ -0.1	22	i
CC(=O)N/C(=C/c1ccc([N+](=O)[O-])cc1)C(=O)O
→ 2.4	33	i
Cc1ccc(OCCn2cc(/C=C3\C(=O)NN(c4ccccc4)C3=O)c3ccccc32)cc1
→ -1.1	8	i
CN(C)C(CNC(=O)c1ccc(S(=O)(=O)Nc2ccccc2F)cc1)c1ccco1 (stereo not drawn)
→ 0.0	3	/
O=C(CN1C(=O)NC2(CCCC2)C1=O)NNC(=O)c1ccc(F)cc1
→ -0.2	13	i
CC(C)CC1Nc2ncnc(N3CCOCC3)c2N(Cc2ccc(Cl)cc2)C1=O (stereo not drawn)
→ 0.0	10	/
CC(C)(C)OC(=O)N1CCCN(C(=O)c2ccc(Cl)cc2)CC1
→ 0.3	-1	i
N#Cc1ccc(NC(=O)COC(=O)C2=COCCO2)cc1
→ -1.7	6	i
Cc1c(C(=O)NCc2cccnc2)oc2ccc(S(=O)(=O)N3CCCCCC3)cc12
→ 0.0	24	i
COC(=O)c1c(NC(=O)CC2Sc3ccc(C(F)(F)F)cc3NC2=O)sc(C)c1C (stereo not drawn)
→ -0.5	7	i
Cc1cc(NC(=O)CSc2nc(C3CC3)nc3sc4c(c23)CCC(C)C4)no1 (stereo not drawn)
→ -1.4	5	i
CC(=O)NC(CC(=O)OCC(=O)c1cc(C)ccc1C)c1ccccc1 (stereo not drawn)
→ -0.4	11	/
CSc1nnc(Cn2c(=O)sc3ccccc32)n1-c1cccc(Cl)c1
→ -0.8	16	i
CC(C)CC(=O)OCC(=O)Nc1ccccc1Sc1ccccc1
→ 1.1	9	i
CN1CCN(CC(=O)N(C)c2nc(-c3ccccc3)cs2)CC1
→ -1.7	8	i
CCN(CC)C(=O)CSc1nnnn1-c1ccc(F)c(Cl)c1
→ -1.2	40	i
C=CCn1c(SCC(=O)Nc2ccc3c(c2)OCO3)nnc1-c1cc(Br)ccc1O
→ 1.3	65*	i
Cc1cc(C(=O)N2CCCC(C(=O)c3ccc4ccccc4c3)C2)nn1C (stereo not drawn)
→ 0.0	17	i
CC(C)NC(=O)C1CCCN(S(C)(=O)=O)C1 (stereo not drawn)
→ 0.4	10	i
O=S(=O)(c1ccccc1)N1CCC(O)(CN2CCN(c3ccccc3)CC2)CC1
→ -1.2	/	i
Cc1ccc(-c2[nH]c3cc(C(N)=O)ccc3c(=O)c2O)cc1
→ 1.8	27	i
CSc1ccc(CCNC(=O)c2ccc(CS(=O)Cc3ccccc3Cl)o2)cc1 (stereo not drawn)
→ -1.3	15	i
CC(C)CCn1c(=S)[nH]c2ncccc2c1=O
→ -1.9	6	i
CN(CC(=O)Nc1ccccc1Cl)C(=O)COC(=O)CSc1ccc(Cl)cc1
→ -3.6	4	/
CC(C)(C)c1cc(NC(=O)c2ccco2)no1
→ -0.2	15	i
CCn1cc(CN2CCC(n3nccc3NC(=O)c3ccccc3OC)CC2)cn1
→ 11	6	i
COc1ccc(N2CCN(Cc3cc4c(cc3O)CCC4)CC2)cc1
→ -2.4	4	i

Full records from above. Screens in order: STK33 kinase inh	OX1R FRET antag	KCNQ2 block
Shown for `CC(C)CCn1c(=S)[nH]c2ncccc2c1=O` → -1.9	6	i
Shown for `CN(CC(=O)Nc1ccccc1Cl)C(=O)COC(=O)CSc1ccc(Cl)cc1` → -3.6	4	/
Shown for `CN1CCN(CC(=O)N(C)c2nc(-c3ccccc3)cs2)CC1` → -1.7	8	i
Shown for `CC(C)(C)c1cc(NC(=O)c2ccco2)no1` → -0.2	15	i
Shown for `Cc1ccc(-c2[nH]c3cc(C(N)=O)ccc3c(=O)c2O)cc1` → 1.8	27	i

(listing goes on)
Below each SMILES – STK33 kinase inh	OX1R FRET antag	KCNQ2 block
COc1cccc(CC2(CO)CCCN(Cc3[nH]c4ccc(C)cc4c3C)C2)c1 (stereo not drawn)
→ 2.7	11	i
Cc1ccccc1NC(=O)Nc1ccccc1Br
→ -0.3	3	i
COc1ccc(CCNC(=O)COC(=O)c2cc(OC)c(OC)cc2OC)cc1
→ -2.2	20	i
CCOC(=O)CSc1ncc(-c2ccc([N+](=O)[O-])cc2)[nH]1
→ -1.2	19	i
Cc1ncc(CO)c2c1OC(C)(C)OC2
→ -0.2	7	i
CCOc1cc(/C=C2\C(=N)N3N=CSC3=NC2=O)ccc1OS(=O)(=O)c1ccccc1
→ -0.2	7	i
COCCN(Cc1cc2cc(C)ccc2n2nnnc12)C(=S)Nc1ccccc1C
→ -0.4	0	i
COc1ccc(NC(C)=O)cc1S(=O)(=O)Nc1ccccc1C(=O)N1CCCC1
→ -0.6	18	i
C=CCNc1nc2c(c(=O)[nH]c(=O)n2C)n1CCOc1ccccc1
→ -1.8	5	i
Cc1noc(C(=O)Nc2ccc(F)c(Cl)c2)c1Cl
→ -0.3	27	i
COC(=O)/C(C#N)=C/c1c(N2CCCCCC2)nc2ccccn2c1=O
→ -0.3	10	i
CCn1c(C)nc2cc(C(=O)NNC(=S)Nc3ccccc3Cl)ccc21
→ 2.8	9	i
CCOC(=O)c1sc(NC(=O)c2cccc(S(=O)(=O)N3CCc4ccccc43)c2)c(C#N)c1C
→ -1.3	22	i
O=C(NC(=S)Nc1cc(Cl)ccc1O)c1cccc(Br)c1
→ -1.5	-3	i
O=C(Nc1nccs1)C1CCN(S(=O)(=O)c2cccnc2)CC1
→ -0.2	11	i

Next part (two carried over from the part before).
Below each SMILES – STK33 kinase inh	OX1R FRET antag	KCNQ2 block
O=C(NC(=S)Nc1cc(Cl)ccc1O)c1cccc(Br)c1
→ -1.5	-3	i
O=C(Nc1nccs1)C1CCN(S(=O)(=O)c2cccnc2)CC1
→ -0.2	11	i
COC(=O)/C(=C\Nc1ccc(Cl)cc1Cl)NC(=O)c1ccc(Cl)cc1Cl
→ 0.3	10	i
CC(=O)NCCNS(=O)(=O)c1ccc(C)c([N+](=O)[O-])c1
→ -0.5	8	i
CCOC(=O)Nc1ccc2c(c1)N(C(=O)CN)c1ccccc1CC2
→ 0.6	18	i
Clc1ccc(OCc2nc3ccccc3[nH]2)cc1
→ -0.4	14	i
CC(C)CCN1C(N(C)C)=NC[C@@H]1C
→ 0.3	12	/
CCC(=O)c1ccc(OCC(=O)c2ccc3c(c2)NC(=O)CO3)cc1
→ -1.1	8	i
COn1c(=O)c(-c2ccc(Cl)cc2)[n+]([O-])c2ccccc21
→ -0.5	53*	i
COc1cccc(-c2nc(N3CCC(C)CC3)c3ccccc3n2)c1O
→ 1.4	23	i
Cc1ccc(CN2CN(S(=O)(=O)c3cccs3)c3nc4ccccc4nc32)cc1
→ 0.5	18	i
COc1ccc(S(=O)(=O)N2CCN(C)CC2)cn1
→ -1.5	11	i
Cc1cc(=O)oc2cc3c(cc12)OCCN3
→ -0.7	22	i
COCc1cc(/C=N\NC(=O)COc2ccccc2)ccc1OC
→ -1.6	28	i
O=S(=O)(Nc1cccc(Cl)c1)c1cccc(-n2cnnn2)c1
→ 0.3	6	/
Cc1ccc(CNC(=O)c2ccc(N3CCC4(CC3)CC(c3ccccc3)=NO4)c(NC(=O)c3ccco3)c2)cc1
→ -2.0	4	i
CCOC(=O)c1c(/N=C/c2ccc(C)cc2O)sc2c1CCC2
→ -0.4	20	i
Cc1cccc(N2C(=O)N3[C@H]4c5ccccc5OC[C@@H]4[C@@H](c4ccccc4)[C@@]3(C)C2=O)c1
→ -0.5	6	/
Cc1ccc(CC(=O)OCC(=O)c2ccc[nH]2)cc1C
→ -0.5	9	/
Oc1ccccc1/C=N/Nc1cc(N2CCCC2)nc(N2CCCC2)n1
→ 1.0	15	i
COc1cccc(/C=N/NC(=O)COc2cccc3cccnc23)c1O
→ -0.7	21	i
Cc1cc(C)cc(OCC(=O)Nc2cccc(C(=O)O)c2)c1
→ 0.5	5	i
Cc1ccc(OCC(=O)N(Cc2ccc(N(C)C)cc2)C2CCS(=O)(=O)C2)cc1 (stereo not drawn)
→ -1.1	14	i
CCn1c(Sc2ccc([N+](=O)[O-])cn2)nnc1-c1ccco1
→ -0.5	40	i
COCCn1c(N)c(N(Cc2ccccc2)C(=O)Cc2ccccc2F)c(=O)[nH]c1=O
→ 0.8	7	i
Cc1ccc(NC(=S)NN2CCN(C)CC2)c(C)c1
→ 0.4	18	i
Cc1onc(-c2c(F)cccc2Cl)c1C(=O)OCC(=O)N1C(C)CCCC1C (stereo not drawn)
→ -0.4	17	/
COc1ccccc1N(CN1CCCC1=O)C(=O)c1ccccc1F
→ -0.2	12	i
Cc1ccc(C)c(-n2c(SCC(=O)Nc3nonc3C)nnc2-c2ccoc2C)c1
→ -2.6	26	i
Cc1cccc(NC(=O)CCOc2ccccc2)c1C
→ -3.3	15	i
COCC1CCN(C(=O)c2cc(COc3ccc(F)cc3F)on2)C1 (stereo not drawn)
→ 5.8	8	i
Brc1c(OCCOCCn2cncn2)ccc2ccccc12
→ 1.2	10	i
